# Compound activity as filed in PubChem.
# RTF Ca sens inh: cardiac RTF calcium desensitization. P19429+P45379. IANBD-labeled cardiac RTF, Ca2+ fluorescence. inhibition, % at 7.15 µM. hit rate 0.12% among 340,000;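 active = inhibition above the mean inhibition of all tested compounds plus 3 SD, cut at about 17% in these data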;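 note: assay run at fixed EC70 calcium of 1.6 mM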
# V-ATPase pH: regulators of yeast V-ATPase proton transport. S. cerevisiae, pHLuorin cytosolic pH fluorescence. response, % at 10 µM. hit rate 0.37% among 350,000. AID 504577; in the data active = response mostly above about 7.3%, no sharp cut-off; inactive = mostly below about 5.4%; note: actives read high; inactives centre near 0; some compounds called inactive have numbers as strong as hits; reference of the scale not given here
# MOR-DOR ag: agonists of human mu-delta opioid receptor heterodimerization | P35372+P41143 | cells, OPRM1-OPRD1 heterodimerization, luminescence | activation, % at 9.3 µM | hit rate 0.3% among 340,000; in the data active = activation above about 18%;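 note: 0% = vehicle-treated cells and 100% = reference agonist; values of inactives mirror those of a sister screen read the other way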
# Target sequence (P35372 whole entry, looked up): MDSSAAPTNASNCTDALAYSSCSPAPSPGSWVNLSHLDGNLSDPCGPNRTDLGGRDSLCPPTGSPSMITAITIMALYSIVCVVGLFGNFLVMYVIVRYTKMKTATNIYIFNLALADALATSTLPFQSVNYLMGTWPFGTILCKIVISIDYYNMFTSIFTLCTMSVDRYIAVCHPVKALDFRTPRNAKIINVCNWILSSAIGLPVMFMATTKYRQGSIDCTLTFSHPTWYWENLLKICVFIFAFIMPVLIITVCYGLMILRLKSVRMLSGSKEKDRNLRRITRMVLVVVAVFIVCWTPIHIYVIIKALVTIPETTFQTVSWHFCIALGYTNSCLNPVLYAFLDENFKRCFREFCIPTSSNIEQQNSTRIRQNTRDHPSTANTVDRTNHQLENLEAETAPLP
# Target sequence (P41143 whole entry, looked up): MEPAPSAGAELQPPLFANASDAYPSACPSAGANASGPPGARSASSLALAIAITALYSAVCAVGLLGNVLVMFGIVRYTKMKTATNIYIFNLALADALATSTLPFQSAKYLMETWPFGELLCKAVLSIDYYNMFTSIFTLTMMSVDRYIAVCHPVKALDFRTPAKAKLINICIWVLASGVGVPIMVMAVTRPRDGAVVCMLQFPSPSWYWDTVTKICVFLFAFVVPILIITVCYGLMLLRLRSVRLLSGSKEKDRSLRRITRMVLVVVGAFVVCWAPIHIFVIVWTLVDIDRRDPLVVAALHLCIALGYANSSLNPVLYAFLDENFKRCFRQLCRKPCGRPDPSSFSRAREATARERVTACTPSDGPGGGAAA
# cardiac RTF act: cardiac RTF calcium sensitization; IANBD-labeled TnC RTF fluorescence at EC20 calcium; 0% EC20 calcium, 100% full calcium; activation, % at 7.2 µM; hit rate 0.24% among 340,000; AID 493008;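 active = activation above the mean over all tested compounds plus 3 SD, cut at about 30% in these data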;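 note: rise in fluorescence read as greater calcium sensitivity of cardiac thin filaments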
# LANA DNA inh: blocks KSHV LANA C-terminal domain binding to DNA. hit rate 0.078% among 340,000. MBP-C-LANA/FAM-LBS DNA binding, fluorescence polarization. AID 504423. inhibition, % at 9 µM;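 active = highest replicate inhibition at or above 60% at 9 µM, even if other replicates fall short; inactive = all replicates below 60% inhibition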;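 note: 0% = neutral control wells and 100% = 4 µM acridine orange control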
# MOR-DOR inv ag: inverse agonist of human OPRM1-OPRD1 heterodimerization; P35372+P41143; cell-based MOR-DOR heterodimer luminescence, inverse agonism; inhibition, % at 9.3 µM; hit rate 0.21% among 340,000; AID 504357; in the data active = inhibition above about 22%, passing the limit was not always enough;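 note: 0% = cells with DMSO and 100% = wells without cells with DMSO; values of inactives mirror those of a sister screen read the other way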
# Wnt bcat act: activators of Wnt/beta-catenin signaling | Wnt/beta-catenin reporter cell assay, activator, plate reader | activation, % at 9.35 µM | hit rate 1.2% among 300,000; in the data active = activation above about 30%, passing the limit was not always enough;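 note: 0% = neutral control wells and 100% = positive control wells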
# Keap1 Nrf2 FP: inhibitors of human Keap1-Nrf2 protein-protein interaction; Q14145; Keap1 Kelch-Nrf2 peptide fluorescence polarization, 1536-well; inhibition, % at 9.4 µM; hit rate 0.15% among 340,000; AID 504523; in the data active = inhibition above about 12%;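 note: human Keap1 Kelch domain with fluorescein labeled Nrf2 9mer peptide probe; 0% = neutral control wells and 100% = peptide positive control; higher means more block of Keap1 binding to Nrf2 peptide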
# Pemphigus Ab inh: human desmoglein-3 autoantibody binding inhibition; DSG3-coupled beads, scFv-anti-DSG3-GFP binding, flow cytometry; hits give low values; binding (percent of control), % at 10 µM; hit rate 0.48% among 310,000; AID 588358;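 active = binding more than 3 SD below its plate's average and above zero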;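 note: hits lower antibody fragment binding to DSG3; some compounds called inactive have numbers as strong as hits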
# Arr AP2 block: human beta-arrestin and AP2 interaction inhibition; AID 504490; hit rate 0.31% among 340,000; inhibition, % at 10 µM; FITC-arrestin peptide / GST-AP2 beads, flow cytometry; AP2 beta2 appendage carries R879A mutation;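 active = inhibition above a set limit, near 3 SD of compounds lacking own fluorescence, cut at about 54% in these data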;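 note: plate controls were DMSO wells for no effect and 5 µM unlabelled arrestin peptide for full effect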
#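 Material – GST-tagged AP2 beta2-adaptin appendage (R879A) on 4 µm glutathione beads · Probe or stimulus – fluorescein-tagged arrestin peptide at 50 nM final · Timing – 12 min plus 1 h, RT · Detection – bead flow cytometry, FITC channel · Read-out basis – inhibition as reduced fluorescein signal on beads, percent · Medium – PBS plus Tween 20 (0.05%) and BSA (0.1%)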
# Active calls of the source: *; . = no result given.
SMILES,RTF Ca sens inh,V-ATPase pH,MOR-DOR ag,cardiac RTF act,LANA DNA inh,MOR-DOR inv ag,Wnt bcat act,Keap1 Nrf2 FP,Pemphigus Ab inh,Arr AP2 block
C=CCn1c(SCC2=C(C(=O)OCC)C(C)NC(=O)N2)nnc1C1CCCCC1 (centres undefined),-11.3,-2.1,-0.1,-2.0,-0.8,0.7,-7.2,-1.1,.,10.0
COc1ccc(OC)c(S(=O)(=O)N2CCC(C(=O)NC(C)c3ccccc3)CC2)c1 (centres undefined),-10.3,-3.8,-0.6,-0.4,-0.1,3.6,-4.3,-8.5,.,16.6
COC1(c2ccccc2)NC(=S)NN=C1c1ccccc1 (centres undefined),-13.8,3.8,1.0,-0.4,-0.7,-5.1,.,3.1,.,25.6
Cc1nn(-c2ccccc2)c2sc(-c3n[nH]c(=S)o3)cc12,1.0,-2.3,-2.6,-3.8,2.1,12.9,1.1,4.3,104.8,-20.9
COC(=O)c1c(NC(=O)c2ccoc2C)sc2c1CCC2,-4.6,1.2,2.7,0.0,2.2,-16.9,-9.3,2.3,.,52.1
O=C(CNC(=O)c1ccc(Br)o1)NCc1ccc(Cl)cc1,-4.8,-0.4,-1.1,0.3,1.5,5.7,0.3,-3.7,96.6,8.8
N#CN=C(c1ccccc1)c1ccccc1,-1.4,-1.1,-0.5,-1.9,-1.2,2.9,1.0,-5.9,110.7,-11.0
COc1cc2c(C(=O)NCCCN3CC(C)CC(C)C3)cn(CC(C)C)c(=O)c2cc1OC (centres undefined),-5.9,2.0,0.8,9.3,0.6,-4.8,.,-5.3,99.0,7.1
Cc1ccc(N/N=C/c2ccc(N3CCOCC3)cc2)cc1C,6.9,4.0,-3.4,2.5,0.2,18.5,.,-2.2,95.2,-4.3
CCN(CC)S(=O)(=O)c1ccc2c(c1)nc(SCn1nnc3ccccc3c1=O)n2CC,1.2,-2.0,-1.7,-1.5,-1.3,8.3,-4.4,5.0,91.0,12.0
O=C1c2cccnc2C(=O)N1Cc1ccc(S(=O)(=O)N2CCOc3ccccc32)cc1,2.9,0.9,-3.0,-9.4,-2.3,15.6,0.2,0.2,104.1,-11.0
COC(=O)c1ccc(NC(=O)c2ccccc2N(C)S(C)(=O)=O)cc1,3.5,0.1,-1.1,-1.8,0.3,6.4,.,1.5,100.2,24.0
Cc1ccc(C(=O)c2ccc([N+](=O)[O-])cc2)cc1C,1.1,0.6,7.7,2.4,-1.1,-43.9,6.2,-1.9,94.7,-4.7
CC(=O)N(CCCCN1C(=O)c2ccccc2C1=O)c1ccc(C)cc1,-7.8,-1.5,-2.4,3.7,-1.1,13.4,15.9,3.9,102.7,-7.1
COc1ccc(-c2c(C)nn3c(N4CCN(Cc5ccccc5)CC4)cc(C)nc23)cc1OC,-4.7,-0.6,-0.8,-4.5,0.7,4.8,2.6,-2.6,96.3,-0.4
COc1cc(C(=S)N2CCC(C)CC2)ccc1O,-5.5,-0.3,-1.6,-2.5,-1.7,8.2,0.1,3.7,.,12.2
O=C1CC2(CCN(C(=O)c3ccc([N+](=O)[O-])cc3)CC2)Oc2ccccc21,-3.0,-0.3,3.3,-0.5,0.2,-17.9,-5.8,-3.4,89.3,-4.1
O=C(Oc1ccc(-c2ccccc2)cc1)C1C2CCCCC21 (centres undefined),-12.3,11.3,-0.1,1.4,-0.8,0.6,2.0,-3.8,99.3,5.4
CCCc1cc(=O)[nH]c(SCC(=O)N(C)CC(=O)Nc2ccc(F)cc2)n1,4.8,-1.2,-1.3,3.7,-1.6,5.1,-2.1,-4.0,100.5,1.3
Cc1cc(C(=O)N/N=C/c2ccc(-c3cccc([N+](=O)[O-])c3)o2)n[nH]1,0.3,-2.5,-0.2,-1.1,-2.5,0.8,-0.2,-2.2,101.0,-3.5
CCCn1nnnc1NCc1ccccc1F,-2.8,-1.1,-1.1,-2.6,-1.2,6.3,-0.2,-7.3,106.0,30.5
CC(=O)N1CCc2cc(S(=O)(=O)NC(C(=O)NC3CCCc4ccccc43)C(C)C)ccc21 (centres undefined),-15.2,1.9,0.2,-4.0,-1.2,-0.9,-0.7,0.0,99.2,15.2
Cc1ccccc1C1C(=O)c2ccccc2C1=O,-10.6,0.7,-0.7,7.3,2.3,3.1,9.3,-4.2,91.8,1.1
CCCCn1c(N)c(N(CC(C)C)C(=O)c2ccc([N+](=O)[O-])o2)c(=O)[nH]c1=O,-0.3,-5.7,2.8,8.4,1.0,-11.1,2.4,1.8,103.7,-4.8
N#Cc1cc2c(nc1SCC(N)=O)CCCCC2,-9.5,-9.7,0.7,2.3,-0.6,-3.0,.,-0.9,112.5,-2.8
Cc1ccc(CC(=O)O/N=C(\N)c2ccncc2)cc1,-3.1,-5.4,-2.2,-4.1,1.2,11.6,8.5,-3.5,99.9,14.6
O=c1oc(-c2ccc(F)cc2)nc2ccsc12,-0.6,0.1,-2.5,-5.8,-0.6,14.1,3.6,3.6,.,6.3
CCOc1ccc(S(=O)(=O)Nc2cccc(C(=O)N3CC(C)OC(C)C3)c2)cc1 (centres undefined),-6.2,-4.0,1.5,-8.5,-2.6,-9.9,-0.6,-0.7,104.8,43.9
COc1ccccc1/C=C/C(=O)Nc1cccc(S(=O)(=O)N2CCOCC2)c1,-8.5,-0.9,-2.1,-2.3,-2.0,8.3,3.0,0.1,.,-4.5
COCCCNC(=O)/C=C1\Sc2ccccc2N(Cc2ccccc2F)C1=O,-5.7,-3.0,0.9,0.2,0.1,-4.7,21.4,-7.6,99.7,-4.6
CC1Cc2nc(SCC(=O)NCc3ccco3)n(Cc3ccccc3)c(=O)c2S1 (centres undefined),-0.7,-4.6,-1.3,-5.3,13.9,7.2,7.3,2.6,100.9,-4.2
CCOC(=O)NC(=O)/C(C#N)=N\Nc1ccc(Cl)cc1,-5.2,-2.9,-2.7,-3.8,-0.4,12.6,.,2.9,115.5,-3.8
O=C(COC(=O)c1ccc(NS(=O)(=O)c2cccs2)cc1)NCC1CCCO1 (centres undefined),-1.4,-1.7,-2.1,3.3,-0.8,9.5,-0.9,-2.1,.,-1.6
c1ccc(C2=Nc3cccc4cccc(c34)N2)cc1,-10.2,2.3,-2.6,0.1,-6.1,13.8,-4.9,-14.0,92.5,-9.8
O=C1Cn2c(nc3ccccc32)N1c1cccc(C(F)(F)F)c1,-14.7,1.3,.,3.4,0.7,.,.,-8.9,104.2,-0.5
Cc1ccc2c(c1)C(c1ccc(F)cc1)N(C(=O)C1CC1)CC(=O)N2 (centres undefined),-2.6,-2.5,-2.5,-7.4,-1.0,14.0,-2.5,3.2,97.3,12.1
CCOc1cc(C(=O)O)ccc1OCCOc1ccccc1,-2.1,-1.7,-2.2,-3.6,0.2,14.2,-2.1,-4.2,.,5.4
CC(=O)Nc1sc(N/N=C\c2ccccc2Cl)nc1-c1cccs1,-13.9,0.8,0.9,0.5,0.3,-4.9,0.8,-6.6,99.5,0.4
CCn1c(=O)n(CC)c2cc(N3CCCC3)c(NC(=O)c3cccc(C)c3)cc21,-7.0,9.8,-2.0,1.0,6.9,10.4,1.1,-0.2,104.0,63.7*
Cc1cc(C)cc(NC(=O)C(Sc2nnc(C)c(=O)[nH]2)c2ccccc2)c1 (centres undefined),1.8,0.8,-1.8,-4.9,6.3,9.7,3.4,0.3,100.5,0.1
CCn1cc(C2=NC(C(C)C)CO2)c2ccccc21 (centres undefined),-0.1,-3.6,-1.0,1.0,-1.2,5.8,6.3,-2.1,89.3,11.6
O=C(CN1CCCC1)NCC1(c2ccccc2)CCOCC1,-3.5,-2.3,-1.3,3.3,0.5,7.3,-6.0,-6.7,100.0,27.5
COc1ccc(-c2cn3cccnc3n2)cc1NC(=O)CC(C)C,-6.1,-1.5,-1.9,2.3,0.2,10.3,1.1,-4.9,98.6,14.8
O=c1oc(-c2ccccc2Br)nc2ccccc12,-9.7,-1.0,1.1,-10.3,-0.8,-5.3,0.3,-0.7,128.7,17.5
NC(=O)c1ncn([C@@H]2O[C@H](CNC(=O)[C@H](N)CSCc3ccccc3)[C@@H](O)[C@H]2O)n1,-5.5,-0.6,-1.7,-4.4,0.0,8.0,-2.6,0.3,95.3,2.5
CC1=C(C(=O)Nc2ccccc2C(=O)NCCCN2CCN(C)CC2)SCCO1,-2.1,-3.0,-0.6,-5.9,0.1,3.3,0.6,2.5,.,-2.5
CC(C)OC(=O)C(NC(=O)c1ccccc1)=C1CCCCC1,-8.9,1.4,-0.9,4.9,1.3,5.6,-0.4,-5.3,103.2,0.9
O=c1ccc(Oc2nc(N3CCCCC3)nc(N3CCCCC3)n2)n[nH]1,-1.8,0.6,-1.1,-1.8,4.3,6.9,-1.1,0.0,101.9,30.4
CCc1ccc(S(=O)(=O)Nc2ccc(-c3ccc4nnc(C)n4n3)cc2)s1,-12.1,0.4,2.2,4.4,-0.2,-8.8,-2.2,-0.2,.,17.1
CCc1ccc(OCC(=O)Nc2ccc(S(=O)(=O)N3CCOCC3)cc2)cc1,1.6,4.0,2.0,-2.5,0.2,-10.9,-4.2,-3.3,98.1,2.5
Cc1cc(C)c2oc(C(=O)NCc3ccccc3)cc(=O)c2c1,0.8,1.9,-2.0,1.9,-0.2,11.4,-1.1,-0.8,98.6,8.2
OCCN1CCN(c2nc(-c3ccccc3)nc3c2oc2ccccc23)CC1,0.3,-0.7,8.1,-5.1,-0.2,-46.3,.,-1.7,102.8,6.2
CCOc1ccc(NC(=O)C2CC(=O)N(Cc3ccco3)C2)cc1 (centres undefined),-5.8,2.8,-0.1,3.1,1.5,0.4,3.8,-7.8,.,0.3
CC(=O)NCCc1c[nH]c2ccc(OCc3ccccc3)cc12,.,0.2,.,.,.,.,1.2,.,109.9,8.7
COc1cccc(CNC(=O)CCCc2c[nH]c3ccccc23)c1,-0.1,-0.2,-2.6,-4.3,-0.3,14.9,1.0,-0.2,120.3,10.9
CCOP(=O)(Nc1ccc2oc(=O)c3ccccc3c2c1)OCC,-8.6,-3.4,-1.4,9.6,-4.9,7.0,-0.7,-2.0,97.0,-1.4
COc1cc(/C=N/n2cnnc2)ccc1Oc1nc(Cl)ncc1F,-5.6,-0.5,-1.0,4.1,5.4,4.7,-0.4,-3.0,97.2,-6.0
CC(C)n1nc(C(=O)NCCc2ccc(S(N)(=O)=O)cc2)c2ccccc2c1=O,3.4,-0.2,2.3,2.3,-0.4,-13.5,.,-7.5,106.6,9.4
O=C(N/N=C/c1cccc(C(F)(F)F)c1)c1ccccc1O,-3.5,-1.0,-2.5,0.6,-0.5,11.6,5.2,-0.9,.,-5.2

# Compounds as they come; overall some 3.1% were active at least once.
